PfGluPho inh: PfG6PD (Plasmodium falciparum) enzyme inhibition; inhibition, % at 20 µM; 350,000 tested, 0.78% active; PfGluPho enzyme, NADPH resazurin-diaphorase fluorescence; AID 504690;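 active means inhibition reaching at least a set limit at 20 µM in the primary screen, cut at about 59% in these data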;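 further: 0% = DMSO wells with substrate and 100% = DMSO wells lacking glucose-6-phosphate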
GRIN3A LBD mod: NR3A (human) ligand-binding domain modulation. 340,000 tested, 2.5% active. Tm shift relative to glycine control, % at 25 µM. AID 1259313. NR3A LBD differential scanning fluorimetry, Tm shift; 0% = protein alone, 100% = glycine-bound protein;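 active means melting temperature shift of at least 10% of the positive control shift, at one fixed dose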
SENP8 inh: inhibitors of human SENP8 protease; Q96LD8; recombinant SENP8, Nedd8 substrate fluorescence; inhibition, % at 20 µM; 360,000 tested, 0.64% active; AID 602440; in the data active means inhibition mostly above about 40%, no sharp cut-off; inactive means mostly below about 27%
Target sequence (Q96LD8 whole entry, looked up): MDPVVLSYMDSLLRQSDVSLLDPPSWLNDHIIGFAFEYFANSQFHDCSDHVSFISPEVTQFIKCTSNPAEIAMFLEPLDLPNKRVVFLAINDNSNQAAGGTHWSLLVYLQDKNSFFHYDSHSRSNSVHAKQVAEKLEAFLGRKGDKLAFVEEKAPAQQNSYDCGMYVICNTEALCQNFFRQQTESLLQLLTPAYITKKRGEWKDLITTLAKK
MPTP inh: blocks calcium-induced mitochondrial swelling; 360,000 tested, 1.4% active; AID 602449; isolated mouse mitochondria, Ca2+ swelling absorbance, 30 min; inhibition, % at 10 µM;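 active means inhibition of 50% or more, scaled per plate between neutral and stimulator controls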;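 further: 0% = DMSO wells given calcium and 100% = 1 mM EGTA wells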
HKDC1 inhibitor: inhibitors of human hexokinase HKDC1. Q2TB90. recombinant HKDC1, G6PDH/diaphorase resazurin coupled fluorescence. inhibition, % at 20 µM. 340,000 tested, 0.16% active;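 active means inhibition above about 35% when tested at 20 µM, limit read from the data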;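 further: plate controls were DMSO wells with enzyme for no effect and DMSO wells lacking enzyme for full effect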
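Test system: HK5 enzyme. Quantity: 5 µg/mL HK5 final. Reagent: glucose and ATP substrates. Schedule: 90 min reaction incubation at room temperature, dark. Technique: resazurin-to-resorufin fluorescence via G6PDH and diaphorase coupling, 525/613 nm. Control set: DMSO wells with and without enzyme mix.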
ATG4B inhibitor: ATG4B (human) cysteine protease inhibition; inhibition, % at 8.33 µM; ATG4B cleavage of LC3-PLA2, NBD-HPC fluorescence, 1 h; 340,000 tested, 0.51% active; in the data active means inhibition above about 40%
Target sequence (Q9Y4P1 whole entry, looked up): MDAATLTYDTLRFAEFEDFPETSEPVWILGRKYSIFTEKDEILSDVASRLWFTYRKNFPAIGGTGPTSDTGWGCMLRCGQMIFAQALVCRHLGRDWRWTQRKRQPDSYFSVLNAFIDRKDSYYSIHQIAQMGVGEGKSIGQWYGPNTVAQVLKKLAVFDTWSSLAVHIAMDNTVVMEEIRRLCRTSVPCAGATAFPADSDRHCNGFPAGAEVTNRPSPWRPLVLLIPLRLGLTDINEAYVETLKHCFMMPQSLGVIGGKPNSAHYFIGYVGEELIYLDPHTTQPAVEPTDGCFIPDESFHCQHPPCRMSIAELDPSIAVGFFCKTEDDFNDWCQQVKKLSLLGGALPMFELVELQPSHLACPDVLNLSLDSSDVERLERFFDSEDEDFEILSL
SENP7 inh: blocks the human protease SENP7. recombinant SENP7, Z-RLRGG-aminoluciferin luminescence, 40 min. AID 434973. inhibition, % at 5 µM. 330,000 tested, 1.5% active. Q9BQF6;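 active means inhibition above about 50% at the single test dose, limit read from the data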;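 further: plate controls were DMSO with enzyme for no effect and no enzyme buffer wells for full effect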
Target sequence (Q9BQF6 706-1050 limits assumed): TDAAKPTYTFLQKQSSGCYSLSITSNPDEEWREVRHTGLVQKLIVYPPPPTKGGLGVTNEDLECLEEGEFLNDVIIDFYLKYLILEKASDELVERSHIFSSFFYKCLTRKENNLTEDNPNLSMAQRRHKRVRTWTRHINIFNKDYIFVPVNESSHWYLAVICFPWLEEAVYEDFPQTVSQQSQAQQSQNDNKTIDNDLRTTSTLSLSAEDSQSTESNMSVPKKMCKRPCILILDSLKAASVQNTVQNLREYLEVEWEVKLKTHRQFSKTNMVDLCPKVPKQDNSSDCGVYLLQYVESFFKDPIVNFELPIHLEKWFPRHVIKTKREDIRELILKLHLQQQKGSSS
SENP6 block: inhibitors of human SENP6 protease. 330,000 tested, 1.8% active. Recombinant SENP6 catalytic domain, aminoluciferin luminescence. inhibition, % at 10 µM;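 active means inhibition above about 50% at the single tested dose, limit read from the data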;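 further: plate controls were DMSO wells with enzyme for no effect and DMSO wells lacking enzyme for full effect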
The depositor's hits bear a star; / = not tested or not shown. Random draw from the library. Share with any hit: about 6.9%.

Field names: A = PfGluPho inh; B = GRIN3A LBD mod; C = SENP8 inh; D = MPTP inh; E = HKDC1 inhibitor; F = ATG4B inhibitor; G = SENP7 inh; H = SENP6 block
> Cc1cccc(N2CCN(Cc3ccc(Br)o3)CC2)c1C
  A = 2	B = 1	C = 4	D = 0.8	E = -1	F = 10	G = -3	H = -6
> COc1ccc(S(=O)(=O)Nc2ccc3c(c2)C(=O)N([C@H](C)CO)C[C@H](C)[C@H](CN(C)Cc2ccc(C(=O)O)cc2)O3)cc1
  A = -11	B = -1	C = 10	D = -0.1	E = -6	F = -6	G = 4	H = -3
> COc1ccc(CC2(CO)CCN(Cc3cc4ccccc4o3)CC2)cc1
  A = -1	B = -2	C = 10	D = 0.0	E = 1	F = -11	G = -1	H = 0
> CCSC(C)CC1CC(=O)CC(=O)C1 (stereo unspecified)
  A = -2	B = 0	C = 11	D = -1.3	E = -2	F = -6	G = 2	H = 11
> O=C(NCCn1ccc2ccccc21)c1cccc([N+](=O)[O-])c1
  A = 20	B = 2	C = 6	D = 0.7	E = -1	F = -11	G = 6	H = 8
> CN1CCN(C(=O)C2=C[C@@H](c3ccc4c(c3)OCO4)C[C@@H](OCc3ccc(CO)cc3)O2)CC1
  A = -13	B = 0	C = 12	D = -0.5	E = 0	F = 2	G = -5	H = 0
> CSc1cccc(NC(=S)N2CCC(N(C)C(C)C)CC2)c1
  A = 5	B = 0	C = 12	D = -2.2	E = -4	F = 0	G = -5	H = -10
> Cc1ccc(CN2C(=O)CSc3ccc(C(=O)NC4CC4)cc32)cc1
  A = 12	B = -2	C = 11	D = -2.6	E = -1	F = -4	G = -2	H = -3
> CN([C@@H](Cc1ccc(OS(=O)(=O)c2cccc3cnccc23)cc1)C(=O)N1CCN(c2ccccc2)CC1)S(=O)(=O)c1cccc2cnccc12
  A = 0	B = -1	C = 0	D = 1.2	E = 2	F = -2	G = -1	H = -14
> COC(=O)[C@@H](Cc1ccccc1)NC(=O)Cn1cc(C)c(=O)[nH]c1=O
  A = 1	B = 0	C = 10	D = -1.9	E = -7	F = -6	G = /	H = /
> CCCCC(=O)N/N=C(\C)CC(=O)Nc1cc(Cl)ccc1OC
  A = 3	B = 2	C = 18	D = 0.4	E = -2	F = -13	G = 2	H = 4
> CCOc1ccc(NS(=O)(=O)c2ccc(C(=O)NCC(c3cccs3)N3CCOCC3)cc2)cc1 (stereo unspecified)
  A = -8	B = -6	C = 5	D = -2.0	E = -2	F = -4	G = -7	H = -5
> CN1CCN(C(=O)CCc2nc3ccccc3n2-c2ccccc2)CC1
  A = -8	B = -2	C = 6	D = 0.1	E = 10	F = 0	G = 7	H = 6
> CCOC(=O)N1CCN(C(=O)COc2cccc3c2CCN(Cc2ccc(F)cc2)C3=O)CC1
  A = 4	B = 0	C = 12	D = 4.2	E = -2	F = -6	G = -3	H = -14
> COc1ccc(/C=N/n2c(C)nc3c([nH]c4ccccc43)c2=O)cc1CN1CCCC(C)(C)C1
  A = -13	B = 0	C = 26	D = 0.1	E = -2	F = 0	G = -8	H = -2
> CCc1cnccc1CCC(=O)Nc1ccccc1C
  A = 12	B = 1	C = 2	D = 2.6	E = -3	F = -9	G = 3	H = -4
> COC(=O)C(Cc1ccccc1)NS(=O)(=O)c1ccccc1Br (stereo unspecified)
  A = 16	B = 4	C = 14	D = -1.1	E = -4	F = -7	G = -5	H = -5
> COC(=O)C1C(O)=C(C=NC2CCCCC2)C(=O)CC1(C)C (stereo unspecified)
  A = 2	B = -2	C = 8	D = -0.8	E = -5	F = -10	G = -1	H = -6
> O=C(O)C(=O)Nc1nc(-c2ccc3c(c2)OCCO3)cs1
  A = -1	B = 1	C = -23	D = -0.9	E = 11	F = -8	G = 24	H = 73*
> COc1cc(NC(=O)C2COc3ccccc3O2)c(OC)cc1Cl (stereo unspecified)
  A = -4	B = -3	C = 24	D = -0.6	E = -1	F = 23	G = -4	H = -11

Some of these compounds in order of their number in PfGluPho inh, low to high.
mol | PfGluPho inh | GRIN3A LBD mod | MPTP inh | HKDC1 inhibitor | ATG4B inhibitor | SENP7 inh | SENP6 block
CSc1cccc(NC(=S)N2CCC(N(C)C(C)C)CC2)c1 | 5 | 0 | -2.2 | -4 | 0 | -5 | -10
Cc1ccc(CN2C(=O)CSc3ccc(C(=O)NC4CC4)cc32)cc1 | 12 | -2 | -2.6 | -1 | -4 | -2 | -3
O=C(NCCn1ccc2ccccc21)c1cccc([N+](=O)[O-])c1 | 20 | 2 | 0.7 | -1 | -11 | 6 | 8

(next part)
Field names: A = PfGluPho inh; B = GRIN3A LBD mod; C = SENP8 inh; D = MPTP inh; E = HKDC1 inhibitor; F = ATG4B inhibitor; G = SENP7 inh; H = SENP6 block
> Cc1ccsc1/C=N/NC(=O)c1ccc(Cn2cc(Br)cn2)o1
  A = 2	B = 3	C = -17	D = -32	E = 12	F = 1	G = 11	H = -1
> Cc1ccc(/C=C(\NC(=O)c2ccccc2)C(=O)N2CCCCC2)cc1
  A = -6	B = 4	C = 9	D = -0.4	E = 3	F = -1	G = -7	H = 0
> CN(C)CCNC(=O)C12CC3(C)CC(C)(CC(C)(C3)C1)C2
  A = 10	B = 2	C = 13	D = -3.1	E = -9	F = -16	G = -1	H = 0
> CCSc1sccc1C1C(C#N)=C(N)N(c2cccnc2)C2=C1C(=O)CC(C)(C)C2 (stereo unspecified)
  A = 23	B = 0	C = -3	D = 9.2	E = 1	F = -12	G = 5	H = 3
> O=C(Nc1cc([N+](=O)[O-])c2[nH]c(=O)c3ccccc3c2c1)C(F)(F)F
  A = -23	B = 44*	C = 9	D = 13	E = -1	F = 6	G = /	H = /
> O=C1NC(c2ccc(Br)cc2)Nc2ccccc21 (stereo unspecified)
  A = -10	B = -2	C = -294	D = -1.4	E = -4	F = 1	G = 10	H = 4
> O=C(NCCCN1CCCC1=O)c1ccc(NS(=O)(=O)c2ccccc2)cc1
  A = 0	B = -2	C = 4	D = -2.0	E = -6	F = 7	G = -2	H = -4
> CC(=O)Nc1ccc(NC(=O)CN2CCN(c3ccccn3)CC2)cc1
  A = 6	B = 0	C = 16	D = -0.9	E = -3	F = 4	G = 1	H = -34
> O=C(COC(=O)/C=C/c1ccccc1)NCCC1=CCCCC1
  A = -19	B = 0	C = 6	D = 0.2	E = 17	F = 8	G = 1	H = 8
> COc1ccccc1CNC(=O)C(=O)NCCC1CCCCN1S(=O)(=O)c1ccccc1 (stereo unspecified)
  A = -3	B = -3	C = 15	D = 2.7	E = 4	F = -1	G = 6	H = -14
> N#C/C(=C\c1ccc(O)c(O)c1)C(=O)Nc1ccccc1
  A = -8	B = 3	C = -6	D = 33	E = -1	F = -1	G = 47	H = 79*
> COc1ccc(C(=O)OCC(=O)NC(=O)NC2CCCC2)cc1[N+](=O)[O-]
  A = 11	B = 3	C = 11	D = 0.0	E = -4	F = -13	G = 6	H = -5
> CC(=O)c1cccc(NC(=O)C2CC(=O)N(Cc3ccccc3)C2)c1 (stereo unspecified)
  A = -11	B = 1	C = -7	D = -2.3	E = -1	F = -7	G = -11	H = -11
> Cc1cccc(NC(=O)CNc2cc(C)ccc2C)c1
  A = -2	B = -6	C = 6	D = 2.1	E = -5	F = -7	G = 2	H = 27
> COc1ccc(C2CC(=O)N(C)c3ccccc3S2)cc1 (stereo unspecified)
  A = -11	B = -2	C = 16	D = 1.6	E = -5	F = -1	G = 5	H = -9
> C=CCn1c(COc2ccccc2F)nnc1SCC(=O)c1c[nH]c2ccccc12
  A = 9	B = -9	C = 22	D = 2.1	E = 3	F = -3	G = -1	H = 0
> Cn1c(N)c(C(=O)COC(=O)C2(c3ccc(Cl)cc3)CCCC2)c(=O)n(C)c1=O
  A = 7	B = -3	C = -1	D = -2.0	E = -1	F = -11	G = -2	H = -1
> O=C(C[n+]1cc(-c2ccccc2)n2c1CCC2)Nc1nc(-c2ccc(F)cc2)cs1
  A = 5	B = -1	C = 7	D = 1.3	E = -2	F = -15	G = 10	H = -11
> C[C@@H]1COC(=O)[C@@H](Cc2ccc(F)cc2)C/C=C\C[C@H](CC(=O)N(CCO)Cc2ccccc2)C(=O)N1
  A = -4	B = -3	C = 2	D = 0.0	E = -3	F = 2	G = -5	H = 0
> CC(C)(C)n1nc2c(c1NC(=O)Cc1ccc(F)cc1)CS(=O)(=O)C2
  A = 2	B = 1	C = 16	D = -0.8	E = -6	F = -13	G = 0	H = -15
> CCN(CC(=O)Nc1ccc(NC(C)=O)cc1)C(=O)COc1ccc2ccccc2c1
  A = 8	B = 1	C = 5	D = 0.2	E = -1	F = -15	G = 7	H = -22
> Cc1ccc(NS(=O)(=O)c2cc(C(=O)NCCSc3ccc(C)cc3)ccc2C)cc1
  A = 25	B = 13*	C = 19	D = 35	E = 16	F = -32	G = -12	H = -13
> CCN(Cc1ccccc1)C(=O)c1ccccc1C
  A = -6	B = 0	C = 9	D = -2.6	E = -11	F = -11	G = -2	H = -3
> O=C(COC(=O)c1ccc2ncsc2c1)Nc1ccccc1Br
  A = -6	B = -1	C = -4	D = -0.7	E = -2	F = -3	G = 3	H = -5
> CNC[C@@H](Cc1ccccc1)NC[C@@H](CC1CCCCC1)NCCCc1ccccc1
  A = 2	B = 0	C = 29	D = 72*	E = -6	F = 8	G = -1	H = -11
> C=CCN(CC(=O)NC1CCCC1)C(=O)C(=O)Nc1ccc2c(c1)OCCO2
  A = 1	B = 2	C = 7	D = -2.8	E = -3	F = -1	G = -1	H = 17
> COc1cc2cc3c(N)c(C(=O)Nc4sc(C)c(C)c4C#N)sc3nc2cc1OC
  A = -6	B = 19*	C = -153	D = 2.3	E = 1	F = -1	G = 4	H = 19
> COc1cc(NS(=O)(=O)c2ccc(NC(=S)NC(=O)c3cccs3)cc2)nc(OC)n1
  A = -11	B = -3	C = 6	D = -3.0	E = 2	F = -10	G = -6	H = -15
> COc1cccc(Cn2c(NCc3ccco3)nc3c2c(=O)n(C)c(=O)n3C)c1
  A = 1	B = 2	C = /	D = /	E = 0	F = 1	G = 13	H = 1
> CCN(c1ccccc1)S(=O)(=O)c1ccc2[nH]cc(C(=O)NCCOC)c(=O)c2c1
  A = 1	B = -1	C = -86	D = -0.4	E = 12	F = -8	G = 3	H = -29
> Cc1cccc(OCCCC(=O)NNC(=O)c2ccc(F)cc2)c1
  A = -9	B = 0	C = 8	D = -0.8	E = -6	F = 3	G = -7	H = -17
> Cc1ccc(/C=C2\SC(=S)N(NS(=O)(=O)c3ccc(C)cc3)C2=O)cc1
  A = 1	B = -9	C = 17	D = 1.7	E = 10	F = 13	G = -6	H = 13

8 entries out of the list, sorted by number of heavy atoms, ascending:
Field names: A = PfGluPho inh; B = GRIN3A LBD mod; C = SENP8 inh; D = MPTP inh; E = HKDC1 inhibitor; F = ATG4B inhibitor; G = SENP7 inh; H = SENP6 block
> CCN(Cc1ccccc1)C(=O)c1ccccc1C
  A = -6	B = 0	C = 9	D = -2.6	E = -11	F = -11	G = -2	H = -3
> O=C(COC(=O)c1ccc2ncsc2c1)Nc1ccccc1Br
  A = -6	B = -1	C = -4	D = -0.7	E = -2	F = -3	G = 3	H = -5
> Cc1cccc(OCCCC(=O)NNC(=O)c2ccc(F)cc2)c1
  A = -9	B = 0	C = 8	D = -0.8	E = -6	F = 3	G = -7	H = -17
> Cc1ccc(/C=C2\SC(=S)N(NS(=O)(=O)c3ccc(C)cc3)C2=O)cc1
  A = 1	B = -9	C = 17	D = 1.7	E = 10	F = 13	G = -6	H = 13
> C=CCN(CC(=O)NC1CCCC1)C(=O)C(=O)Nc1ccc2c(c1)OCCO2
  A = 1	B = 2	C = 7	D = -2.8	E = -3	F = -1	G = -1	H = 17
> COc1cccc(Cn2c(NCc3ccco3)nc3c2c(=O)n(C)c(=O)n3C)c1
  A = 1	B = 2	C = /	D = /	E = 0	F = 1	G = 13	H = 1
> COc1cc2cc3c(N)c(C(=O)Nc4sc(C)c(C)c4C#N)sc3nc2cc1OC
  A = -6	B = 19*	C = -153	D = 2.3	E = 1	F = -1	G = 4	H = 19
> CCN(CC(=O)Nc1ccc(NC(C)=O)cc1)C(=O)COc1ccc2ccccc2c1
  A = 8	B = 1	C = 5	D = 0.2	E = -1	F = -15	G = 7	H = -22

Compound activity: PubChem BioAssay, Sanford-Burnham Center for Chemical Genomics
